# ABCB1 inh = blocks JC-1 efflux by human ABCB1 transporter; CCRF-Adr cells, flow cytometry; inhibition, % at 6.6 µM; 0.067% of 190,000 active; in the data active = inhibition above about 40%;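 also: 0% = vehicle and 100% = reference inhibitor; higher value means more JC-1 retained so stronger ABCB1 efflux block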
# Mcl1 Noxa PPI = Mcl-1/Noxa interaction inhibition. AID 1022. Q07820. 1.5% of 220,000 active. TR-FRET Mcl-1/Noxa peptide binding, 2 h. inhibition, % at 21.7 µM;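 active = compounds that cut the protein-peptide binding signal by more than 50% relative to plate controls in a single-dose test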;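 also: His-tagged Mcl-1 with rhodamine Noxa BH3 peptide and terbium anti-His antibody; 0% = Mcl-1 plus Noxa peptide wells and 100% = peptide-only wells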
# RGS4-Gao reg = human RGS4-Galphao interaction regulation | P09471 | Multiplexed bead flow cytometry, RGS4-Galphao binding; actives lie on both sides | 0.33% of 220,000 active | binding response (% of control), % at 10 µM; in the data active = binding response below about 49% or above about 150%; inactive = in between;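 also: fluorescent Galphao activated with aluminum fluoride binding bead-coupled RGS4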
# Target sequence (P09471 whole entry, looked up): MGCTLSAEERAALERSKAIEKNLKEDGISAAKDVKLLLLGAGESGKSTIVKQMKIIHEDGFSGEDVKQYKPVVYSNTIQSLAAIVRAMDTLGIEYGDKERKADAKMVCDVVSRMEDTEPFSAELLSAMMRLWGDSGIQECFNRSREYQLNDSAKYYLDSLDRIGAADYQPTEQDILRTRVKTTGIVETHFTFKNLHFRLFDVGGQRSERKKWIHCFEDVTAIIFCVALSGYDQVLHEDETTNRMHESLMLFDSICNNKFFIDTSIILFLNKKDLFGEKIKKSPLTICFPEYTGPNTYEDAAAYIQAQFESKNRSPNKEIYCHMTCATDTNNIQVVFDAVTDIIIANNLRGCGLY
# RGS7-Gao reg = regulators of human RGS7-Galphao interaction. Multiplexed bead flow cytometry, RGS7-Galphao binding; actives lie on both sides. binding response (% of control), % at 10 µM. 0.35% of 220,000 active. AID 1439; in the data active = binding response below about 49% or above about 150%; inconclusive = no clear call, values can overlap the other calls; inactive = in between;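 also: fluorescent Galphao held in activated GDP-AlF4 state binding bead-coupled RGS7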
# ABCG2 block = human ABCG2 inhibition, ABCB1 as counter-screen; IgMXP3 cells, JC-1 efflux, flow cytometry; inhibition, % at 6.6 µM; 0.1% of 190,000 active;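 active = inhibition above 80%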;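 also: 0% = DMSO and 100% = nicardipine control wells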
# Target sequence (Q9UNQ0 whole entry, looked up): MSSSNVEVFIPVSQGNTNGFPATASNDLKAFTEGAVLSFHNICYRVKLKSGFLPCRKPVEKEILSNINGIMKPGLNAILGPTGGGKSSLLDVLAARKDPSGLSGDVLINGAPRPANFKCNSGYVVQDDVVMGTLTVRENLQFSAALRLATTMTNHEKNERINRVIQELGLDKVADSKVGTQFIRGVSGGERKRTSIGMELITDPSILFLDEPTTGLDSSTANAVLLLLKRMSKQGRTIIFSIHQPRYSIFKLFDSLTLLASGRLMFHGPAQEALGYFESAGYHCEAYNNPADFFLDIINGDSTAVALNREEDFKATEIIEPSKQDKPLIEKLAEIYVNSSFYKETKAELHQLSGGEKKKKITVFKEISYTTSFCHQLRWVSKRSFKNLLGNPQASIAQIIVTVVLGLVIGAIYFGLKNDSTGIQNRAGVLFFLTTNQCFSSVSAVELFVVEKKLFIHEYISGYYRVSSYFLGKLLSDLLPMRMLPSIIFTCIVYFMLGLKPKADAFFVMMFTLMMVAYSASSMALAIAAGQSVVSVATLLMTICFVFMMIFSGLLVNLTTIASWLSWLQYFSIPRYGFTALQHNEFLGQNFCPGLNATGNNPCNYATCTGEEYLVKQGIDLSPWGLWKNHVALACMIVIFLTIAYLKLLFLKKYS
#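 Times: 10 min at 25 °C | Test system: Two drug-resistant human cell lines, ABCG2 and ABCB1 | Quantity: 3 million cells/mL final, two lines in 1:1 ratio | Signal: Flow cytometry, 530 nm JC-1 signal | Dosing: Compound at 6.6 µM | Controls: Nicardipine and DMSO wells | Reagent: JC-1 as fluorescent efflux pump substrate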
# Mcl1 Bid PPI = Mcl-1/Bid interaction inhibition. 0.97% of 220,000 active. TR-FRET Mcl-1/Bid-Dy647 peptide binding, 1536-well. inhibition, % at 21.7 µM. Q07820. AID 1021;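 active = compounds that cut the binding signal by more than half at the single screening dose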;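 also: His-tagged Mcl-1 with europium anti-His antibody binding Bid BH3 peptide; 0% = Mcl-1 plus peptide wells and 100% = peptide-only wells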
# Avidin bead fluor = avidin bead compound fluorescence profile; Avidin beads, compound fluorescence 488/530 nm, flow cytometry; active compounds read high; AID 1775; fluorescence (KMESF) at 10 µM; 0.38% of 220,000 active; in the data active = fluorescence above about 47; also: inactives centre near 10
# Pf gamet viab = P. falciparum stage V gametocyte viability inhibition; 0.065% of 150,000 active; P. falciparum stage V gametocytes, ATP luminescence, 24 h; inhibition, % at 10.9 µM; AID 743093;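 active = inhibition above the mean plus 3 SD of compounds within the control limits, set per campaign, cut at about 38% in these data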;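 also: 0% = DMSO wells and 100% = medium only without gametocytes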
# Bim-Mcl-1 = disrupts Bim peptide binding to human Mcl-1. Bead-based flow cytometry, Bim peptide-Mcl-1 binding. inhibition, % at 10 µM. 0.1% of 190,000 active. AID 1009; in the data active = inhibition above about 40%;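 also: 0% = no compound tracer wells and 100% = peptide blocker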
# GSH fluor = GSH bead compound fluorescence profile | GSH beads flow cytometry, compound fluorescence 488/530 nm; active compounds read high | fluorescence (KMESF) at 10 µM | 0.25% of 190,000 active | AID 1776; in the data active = fluorescence above about 89;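 also: glutathione beads carrying GST-tagged Bcl family fusion proteins plus one bare bead set; values are compound well signal with DMSO vehicle wells as background; inactives centre near 16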
# RGS8-Gao = modulates binding of RGS8 to human Galphao | 0.34% of 220,000 active | P09471 | response (percent of control binding), % at 10 µM | multiplexed bead flow cytometry; actives lie on both sides; in the data active = response below about 60% or above about 140%; inactive = in between;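 also: Galphao activated as the GDP aluminium fluoride complex binding bead-coupled RGS8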
# Starred values were filed as active, the others as inactive; ? = inconclusive; / = not tested or not shown. Hits appear at their usual frequency; overall some 3.3% were active at least once.
SMILES,ABCB1 inh,Mcl1 Noxa PPI,RGS4-Gao reg,RGS7-Gao reg,ABCG2 block,Mcl1 Bid PPI,Avidin bead fluor,Pf gamet viab,Bim-Mcl-1,GSH fluor,RGS8-Gao
CCOc1cc2[nH]c(=O)n(CCCCC(=O)N3CCCCCC3)c(=O)c2cc1OCC,0.3,-9,101,108,8,6,13,-20,4,12,103
CCN(CC)CC(=O)N1c2ccccc2Sc2ccc(Cl)cc21,0.5,7,105,104,1,2,22,/,-1,17,102
CCN(CC)c1nc(N)c2c(N)nc3c(c2c1C#N)CC(c1ccccc1)O3 (stereo not given),2.2,3,96,97,15,-43,7,-9,1,52,100
Cc1c(NC(=O)CSc2nnc(C(C)Oc3ccc(Cl)cc3)n2-c2ccccc2)c(=O)n(-c2ccccc2)n1C (stereo not given),0.8,-3,93,91,2,-37,23,/,1,56,100
CN1CCN(CCC(=O)N/N=C/c2cc([N+](=O)[O-])ccc2O)CC1,-0.1,1,71,65,-8,-24,6,/,-3,5,74
COc1ccc(NC(=O)N2CCN(C(=O)C(Cc3ccc(F)cc3)NC(C)=O)CC2)cc1 (stereo not given),0.4,-4,104,98,2,-41,13,-8,-1,12,104
O=C(O)CCCC(=O)N1CC(=O)Nc2ccccc21,0.1,17,101,99,-1,-16,10,/,0,53,102
Cc1ccc(NC(=O)C2CCCN2C(=O)NC2CCCCC2)cc1 (stereo not given),-0.1,-13,101,105,0,-4,12,/,3,19,104
COc1cccc2c1C(=O)CC2NC(=O)C(F)(F)F (stereo not given),0.4,4,103,100,1,12,14,-8,-2,28,101
CC(C)Nc1nc2nonc2nc1Nc1ccccc1,/,-16,102,?,/,-12,7,-11,/,/,104
O=C(CCC(=O)N(CC(=O)NC1CCCCC1)c1ccc2c(c1)OCO2)Nc1ccccn1,0.6,15,100,97,6,-20,33,21,0,24,96
CCOc1cc(/C=C2\N=C(SC)SC2=O)cc([N+](=O)[O-])c1OC(C)=O,-1.2,15,96,96,-3,-10,22,/,-3,25,99
CCCC1C(=O)N(c2ccccc2)C1c1ccccc1 (stereo not given),0.1,-25,76,88,1,-22,5,/,-3,10,92
Cc1nc([N+](=O)[O-])c(C(=O)OCc2ccc(C#N)cc2)n1C,0.7,12,102,101,7,7,30,5,-20,9,99
CC(C)c1ccc(NCCC(=O)c2cccs2)cc1,0.3,-11,99,99,9,-44,15,-6,-5,14,98
COc1cc(OC)c(OC)cc1CN1CCN(c2ccc(F)cc2)CC1,/,-1,103,?,/,6,9,0,/,/,101
O=S(=O)(c1ccccc1)N1CCN=C1SCc1cccnc1,0.2,3,100,102,0,-1,13,7,-2,10,97
COc1ccc(CCNc2ncnc3c2oc2ccccc23)cc1OC,0.7,34,100,93,4,-15,17,/,-2,14,102
O=C(CCn1c(=O)oc2ccccc21)NCCCN1CCN(c2ccc(F)cc2)CC1,-1.9,15,103,102,6,-24,16,23,-3,38,103
COC(=O)C1CSC(C)(C)C(=O)N1 (stereo not given),0.4,5,101,107,2,-21,10,-3,0,13,102
CCCCCC1CC1C(=O)N/N=C/c1ccc(N(C)C)cc1 (stereo not given),-0.3,45,100,98,0,-45,14,28,1,23,101
O=C(Nc1ccc(OCc2ccccc2)cc1)Nc1ccccc1C(=O)NCCCN1CCOCC1,/,13,100,?,/,-11,4,9,/,/,99
O=C1/C(=C/c2ccc(F)cc2)SC(=S)N1Nc1ncc(C(F)(F)F)cc1Cl,-6.0,3,94,100,-9,3,5,27,4,21,108
CCOC(=O)/C=C1\SCC(=O)N1CC(=O)NCCOC,1.4,15,103,?,7,-12,13,31,0,14,100
COC(=O)NC(=S)Nc1ccc(Oc2ccc(Cl)cc2)c(Cl)c1,/,2,99,102,/,6,5,/,2,16,101
# Other entries follow.
SMILES,ABCB1 inh,Mcl1 Noxa PPI,RGS4-Gao reg,RGS7-Gao reg,ABCG2 block,Mcl1 Bid PPI,Avidin bead fluor,Pf gamet viab,Bim-Mcl-1,GSH fluor,RGS8-Gao
CN(C)CCCSc1nc(-c2ccccc2)nc2c1CCC2,-0.1,5,103,105,-1,-31,15,-4,-5,20,102
O=C(CSc1nc(-c2ccc(F)cc2)cc(C(F)(F)F)n1)NCc1ccco1,-0.1,15,99,96,0,-9,14,/,-1,17,93
C=C(C)C(=O)OCCCCCCOc1ccc(C(=O)O)cc1,0.4,17,102,101,2,-20,37,-25,-5,12,103
Cc1ccc(-c2nn(-c3ccccc3)cc2C(=O)N2CCOCC2)cc1C,3.5,15,100,98,32,-1,10,14,1,17,102
CCOc1ccccc1N1CC(C(=O)Nc2cccc(S(=O)(=O)N3CCCCC3)c2)CC1=O (stereo not given),0.3,18,112,?,3,-19,54*,-13,1,13,100
COc1ccccc1N1CCN(C(=O)c2c(-c3ccccc3)noc2C)CC1,0.9,8,99,103,3,-27,20,/,10,13,95
COc1ccccc1/C=C/C(=O)OCC(=O)NNC(=O)c1ccccc1,0.3,19,107,104,1,8,15,3,-6,11,105
CCC1CCCCN1C(=O)c1sc2nc(C)nc(N(CC)CC)c2c1C (stereo not given),0.7,4,102,101,2,-2,11,11,-2,16,100
COc1ccc(Cc2noc(CN3CCN(C4CCc5ccccc5C4)CC3)n2)cc1OC (stereo not given),2.1,2,97,80,0,-29,12,-24,0,11,103
Cc1cc(C)c2oc(-c3ccc(C)c(NC(=S)NC(=O)/C=C/c4ccco4)c3)nc2c1,0.1,29,107,107,-1,28,10,-11,0,21,98
COc1cc(Cl)c(C)cc1NC(=O)c1cccc(OC)c1OC,2.0,2,100,?,32,-42,8,12,1,14,100
COc1ccc(OCCC(=O)OCC(=O)NCc2ccc(F)cc2)cc1,1.0,0,96,?,11,2,12,10,-2,14,97
CC(=O)Nc1ccc(/C=C/c2ccc3cccc([N+](=O)[O-])c3n2)cc1,/,31,129,?,/,19,7,-19,/,/,128
Cc1ccccc1Cc1n[nH]c(=S)n1N,0.1,10,102,103,3,-61,4,/,-1,9,101
CCOC(=O)c1nc2cc3n(c(C)c-2c1C)C(C)C(C)=C3C (stereo not given),0.0,13,96,101,2,28,6,-20,-6,31,95
O=C(C1=C[C@H](c2coc3ccccc3c2=O)C[C@H](OCCCCO)O1)N1CCN(Cc2ccccc2)CC1,1.9,5,100,101,0,-2,7,/,-2,17,98
CCCCN(C(=O)CSc1nnc(Nc2ccccc2)s1)c1c(N)n(CCC)c(=O)[nH]c1=O,0.3,11,102,103,3,-3,25,/,1,8,105
Cc1ccc(OCC(=O)c2c(O)c3ccccc3oc2=O)cc1C,1.7,24,97,99,6,7,14,/,-3,30,98
O=C(CSc1nnnn1-c1ccc(F)cc1)c1ccc(O)c(O)c1,-1.1,57*,88,75,-2,-15,5,-32,-1,20,91
CCN(CC)c1ccc(NC2=C(Cl)C(=O)c3ccccc3C2=O)cc1,-0.2,89*,91,90,-1,7,10,/,-2,3,85
COc1ccccc1CC(=O)Nc1ccc(F)cc1F,0.3,17,104,105,3,-4,36,22,1,7,107
O=C(CSc1nnc(CNC(=O)c2ccccc2F)o1)Nc1ccc2c(c1)OCO2,0.2,-2,96,96,5,-10,9,-8,-3,24,98
COC(=O)c1c[nH]n2c(=O)cc(CCl)nc12,0.6,15,98,101,1,-56,7,4,0,62,102
COc1ccc(S(=O)(=O)Nc2ccccc2C(=O)NCc2ccco2)cc1,0.0,13,92,106,0,-23,25,/,-1,10,99
O=C(Nc1cnc2sccn2c1=O)c1ccccc1Cl,0.6,-5,95,101,5,-24,10,/,0,9,98
# (next part)
SMILES,ABCB1 inh,Mcl1 Noxa PPI,RGS4-Gao reg,RGS7-Gao reg,ABCG2 block,Mcl1 Bid PPI,Avidin bead fluor,Pf gamet viab,Bim-Mcl-1,GSH fluor,RGS8-Gao
C[n+]1cccc(C2C(C#N)=C(N)Oc3c2ccc2ccccc32)c1 (stereo not given),/,-1,97,?,/,-23,7,10,/,/,96
O=C(N/N=C/c1ccco1)c1cccc([N+](=O)[O-])c1,2.0,4,102,100,25,-27,3,/,-6,10,102
COc1cccc(NC(=O)CCN2CCN(c3ccccc3F)CC2)c1,1.1,24,102,102,3,-30,35,-12,-10,19,101
Cc1ccc(NC(=O)CCC(=O)OC(C(=O)c2ccc(C)c(C)c2)c2ccccc2)c(C)c1 (stereo not given),0.5,-9,98,96,2,2,29,/,-4,22,102
COc1cc(O)c(C(CC(=O)N2CCCCC2)c2cc(OC)c(OC)c(OC)c2)c(OC)c1 (stereo not given),/,7,98,?,/,-34,8,14,/,/,103
CC(C)(C)NC(=O)NC(=O)COC(=O)Cc1ccc(Cl)cc1Cl,0.4,12,103,99,0,10,9,-9,-2,17,100
C[n+]1ccccc1N1CCN(c2ccccc2Cl)CC1,0.2,13,107,105,-3,13,15,/,-3,4,102
COc1cc(/C=C/C(=O)OCC(=O)NCc2cccs2)ccc1OC(F)F,0.0,13,95,94,11,-1,4,/,-2,9,100
CCn1cc(Br)c(C(=O)NN)n1,0.8,-6,102,102,6,-46,13,1,-4,30,104
CCO[C@H]1OC(C(=O)NCc2nc3ccccc3[nH]2)=C[C@@H](C2CCCCC2)[C@@H]1CCCO,0.8,-20,97,100,7,1,6,/,0,18,100
N#Cc1c(N)nc2c(c1N)CC(=O)N2c1ccccc1-c1ccccc1,0.4,8,113,105,2,-25,24,-9,0,10,109
CCC(=O)NC(c1ccccc1Cl)c1c(O)ccc2ccccc12 (stereo not given),0.1,-1,99,102,2,-26,7,4,-3,12,98
Cn1ncc(Cl)c1C(=O)Nc1ccncc1,1.1,12,90,94,7,3,4,/,/,24,73
COc1ccc([N+](=O)[O-])cc1NS(=O)(=O)c1ccccc1,0.7,21,106,103,7,-10,15,-21,-5,15,103
CC(=O)Nc1ccc(C(=O)CSc2nnc(Cc3ccccc3)o2)cc1,0.4,3,100,100,7,9,11,13,6,32,99
COc1cc(/C=N/Nc2ccc(Cl)c(C(=O)O)c2)ccc1OCC(=O)N1C(C)CCCC1C (stereo not given),-0.5,17,90,95,-2,-23,12,/,0,11,94
CCOC(=O)C(/C=C(\C#N)C(=O)OCC)=C(/N)N1CCN(c2ccccc2)CC1,0.3,-6,101,104,21,-14,32,/,4,24,103
Cc1c(NC(=O)C(c2ccccc2)c2ccccc2)cccc1C(=O)O,/,-7,101,?,/,-6,5,14,/,/,99

# 4 entries picked at random from the list so far, as already listed:
SMILES,ABCB1 inh,Mcl1 Noxa PPI,RGS4-Gao reg,RGS7-Gao reg,ABCG2 block,Mcl1 Bid PPI,Avidin bead fluor,Pf gamet viab,Bim-Mcl-1,GSH fluor,RGS8-Gao
Cc1c(NC(=O)C(c2ccccc2)c2ccccc2)cccc1C(=O)O,/,-7,101,?,/,-6,5,14,/,/,99
C[n+]1cccc(C2C(C#N)=C(N)Oc3c2ccc2ccccc32)c1 (stereo not given),/,-1,97,?,/,-23,7,10,/,/,96
COc1cccc(NC(=O)CCN2CCN(c3ccccc3F)CC2)c1,1.1,24,102,102,3,-30,35,-12,-10,19,101
CC(=O)Nc1ccc(C(=O)CSc2nnc(Cc3ccccc3)o2)cc1,0.4,3,100,100,7,9,11,13,6,32,99
